Screening results deposited in PubChem by Sanford-Burnham Center for Chemical Genomics.
TAG inh = inhibitors of triacylglycerol accumulation, primary screen, cell-based, uHTS, fluorescence, H9c2; H9c2 cells, Nile Red lipid (TAG) fluorescence; cells loaded with 200 µM oleic acid; inhibition, % at 12.5 µM; 0.66% of 230,000 active; AID 651582, 2012;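 active = pattern-corrected inhibition of lipid staining of at least 50% with the nuclear-stain viability signal not falling by more than 50%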;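 also: 0% = DMSO wells and 100% = triacsin C control wells; some results filed as inactive read as strong as hits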
TAG inh DAPI viability = second read-out of TAG inh, no call of its own (marks repeat the call); DAPI nuclei signal change (viability), lower = more cytotoxic, %;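 whole-well DAPI fluorescence read on a plate reader as a viability signal; minus 50 percent equals half of cells still viable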
Active calls of the source: *. A portion of the library; rates above refer to the full screens.

Sequence of screens: TAG inh, TAG inh DAPI viability
Cc1ccccc1N1CCN(S(=O)(=O)C[C@]23CCC(CC2NC(=O)[C@@H](N)CCS(C)(=O)=O)C3(C)C)CC1 (stereo partly specified)
    0, 9
COCCN(C(=S)Nc1ccc(C)cc1C)C(C)c1cccs1 (stereo unspecified)
    -19, 5
CCOc1ccc(S(=O)(=O)NCc2ccc(F)cc2)c2cccnc12
    10, -6
CC(Sc1nnnn1C1CC1)C(=O)Nc1cccc(S(=O)(=O)N2CCOCC2)c1 (stereo unspecified)
    7, -1
C/C(=N\NC(=O)Cc1c(C)[nH][nH]c1=O)c1cccc(Br)c1
    5, -4
COc1cc2c(C(=O)NCc3ccc4c(c3)OCO4)cn(C)c(=O)c2cc1OC
    -8, 5
CN(c1ccccc1)S(=O)(=O)c1cc(C(=O)OCC(N)=O)ccc1Cl
    0, -10
Cc1cccc(C)c1OCc1cc(C(=O)N(Cc2nccn2C)C(C)C)no1
    3, -1
N#Cc1ccccc1OCC(=O)OCC(=O)N1CCCC1
    -4, 0
C[C@@H]1COC(=O)[C@H](Cc2ccc(F)cc2)C/C=C\C[C@@H](CC(=O)N[C@H](CO)Cc2ccccc2)C(=O)N1
    -27, -1
O=C(Nc1cccc(C(F)(F)F)c1)c1cccc2c(-c3cccnc3)coc12
    20, 3
Cc1nc2cc(NC(=O)c3ccc(N4C(=O)CCC4=O)cc3)ccc2s1
    0, -6
Cc1ncc(CN2CCCC(CCC(=O)NCc3ccc(F)c(F)c3)C2)s1 (stereo unspecified)
    10, -9
COC(=O)c1cccc(NC(=O)c2cccnc2)c1
    3, -3
CCCN(CC(=O)Nc1ccccc1OC)C(=O)Cn1[nH]c(=O)c2ccccc2c1=O
    -13, 2
Cc1noc(C)c1C(=O)NC(C)C12CC3CC(CC(C3)C1)C2 (stereo unspecified)
    -6, 2
Cc1ccc(S(=O)(=O)N2CCC3(CC2)OCCN3S(=O)(=O)c2cccs2)cc1
    4, -4
Cc1ccc(S(=O)(=O)N(C)c2c(C)ccc(S(N)(=O)=O)c2C)cc1
    0, -5
CCN(CC)CCOC(=O)c1ccc(N=CC2=C(O)CC(C)(C)CC2=O)cc1
    5, -5
CCCN(CCC)c1nc(N)nc(-c2cc(Cl)ccc2OC)n1
    -5, -9

Sequence of screens: TAG inh, TAG inh DAPI viability
CCOCCCNS(=O)(=O)c1ccc(NC(=O)CN2C(=O)c3ccccc3C2=O)cc1
    1, 6
O=C(CSc1ncn(-c2ccccc2)n1)NCc1ccccc1
    -9, 0
Cc1ccc(OCc2occc2C(=O)O)cc1
    1, 0
CCc1nc(C)ccc1OCC(=O)N1CCc2c([nH]c3ccccc23)C1c1ccccn1 (stereo unspecified)
    -9, -2
CC(=O)C(=Cc1cc(C)n(-c2ccccc2)c1C)C(C)=O
    1, -3
CC(C)(CNC(=O)c1ccc(-c2cccc(C(F)(F)F)c2)o1)N1CCOCC1
    -2, 5
CC1(C(=O)Nc2ccc(Cl)c(Cl)c2)CCN1C(=O)CC1CCCC1 (stereo unspecified)
    -17, -4
COc1ccccc1NC(=O)CSc1nccn1Cc1ccccc1
    -5, 5
CC(=O)c1c(C)[nH]c(C(=O)Nc2ccc(Cl)c(S(=O)(=O)N(C)C)c2)c1C
    12, 0
CC(OC(=O)CCC(=O)c1cccs1)C(=O)Nc1ccccc1[N+](=O)[O-] (stereo unspecified)
    -2, 2
COc1ccc(OC)c(C(=O)NC(CC(N)=O)c2ccc(NC(C)C)c([N+](=O)[O-])c2)c1 (stereo unspecified)
    -11, -10
Cc1ccc(NC(=O)C(C)Sc2nc(=O)cc(N)n2-c2ccccc2)cc1 (stereo unspecified)
    -14, -9
Cc1ccc(S(=O)(=O)N2CCN(C(=O)COC(=O)CC(C)c3ccccc3)CC2)c(C)c1 (stereo unspecified)
    -17, 0
CCOC(=O)[C@@H]1[C@H]2COc3ccccc3[C@@H]2N2C(=O)N(c3cccc(C)c3)C(=O)[C@@]12C
    -2, 5
CCN(C(=O)COC(=O)c1cc2ccccc2cc1OC)c1c(N)n(Cc2ccccc2)c(=O)[nH]c1=O
    5, 11
CC(=O)c1ccc(N2CCN(C(=O)c3ccc(Br)cc3)CC2)c(F)c1
    14, -2
CC(OC(=O)C1CC(=O)N(Cc2ccccc2)C1)C(=O)Nc1cccc(C#N)c1 (stereo unspecified)
    -8, 1
O=C(CS(=O)(=O)Cc1ccccc1)N1CCN(c2cccc(C(F)(F)F)c2)CC1
    -4, -9
CCc1ccc(NC(=O)C(=O)NCC(O)c2ccccc2)cc1 (stereo unspecified)
    -24, 2
COc1ccccc1Cn1c(=O)c2ccccc2n2c(Sc3ncnc4sccc34)nnc12
    -31, 6

2 records picked at random from the list so far, as already listed:
Sequence of screens: TAG inh, TAG inh DAPI viability
COc1ccc(OC)c(C(=O)NC(CC(N)=O)c2ccc(NC(C)C)c([N+](=O)[O-])c2)c1 (stereo unspecified)
    -11, -10
CC(=O)c1c(C)[nH]c(C(=O)Nc2ccc(Cl)c(S(=O)(=O)N(C)C)c2)c1C
    12, 0

(list continues)
Sequence of screens: TAG inh, TAG inh DAPI viability
O=C(O)CCCCCCCCCCP(=O)(c1ccccc1)c1ccccc1
    -18, 10
Nc1ccccc1S(N)(=O)=O
    -12, 0
NC(=O)CC(NC(=O)Cc1cccc2ccccc12)c1ccc(NC2CC3CCC2C3)c([N+](=O)[O-])c1 (stereo unspecified)
    10, -7
Cc1ccc(-c2cc(C(F)F)n3ncc(C(=O)N4CCc5ccccc54)c3n2)cc1
    42, -33
Cc1nn(-c2ccccc2)c(N)c1-c1ccccc1
    -4, 21
Cc1ccc(C(=O)NN2C(=O)C3C4C=CC(C4)[C@@H]3C2=O)cc1 (stereo partly specified)
    3, -8
O=C(O)COc1ccc(/C=C/c2nc3ccc([N+](=O)[O-])cc3s2)cc1
    3, -8
Cc1c(C(=O)OCC(=O)Nc2c(C)n(C)n(-c3ccccc3)c2=O)cccc1[N+](=O)[O-]
    5, -3
Cc1ccc(S(=O)(=O)N2CCN(C(=O)COC(=O)c3cccc(Cl)c3)CC2)c(C)c1
    -30, -2
COc1ccc(C(CNC(=O)c2cccc(S(=O)(=O)Nc3ccc(C)cc3)c2)N2CCCCC2)cc1 (stereo unspecified)
    -3, 7
O=C(NCCCN1CCC(Cc2ccccc2)CC1)C1CCC(=O)N1C1CCCC1 (stereo unspecified)
    -1, 1
CC(=O)OC1COC(N2CCc3cc(Br)c([N+](=O)[O-])cc32)C(OC(C)=O)C1OC(C)=O (stereo unspecified)
    11, -5
Clc1ccc2nc(CSc3nc4ccccc4o3)cn2c1
    -2, 1
CCOc1cc(CNCCO)cc(Br)c1OCc1ccccc1
    6, 0
COc1ccc(C(CNC(=O)c2cccc(NS(=O)(=O)c3ccccc3)c2)N(C)C)cc1 (stereo unspecified)
    9, 1
COc1cc(C2C(C(C)=O)=C(C)Nc3ncnn32)ccc1O (stereo unspecified)
    0, 2
COc1ccc(NC(=O)CSc2nnc(CNc3ccc(F)cc3)o2)c(OC)c1
    9, 1
O=C(CSc1nnc(-c2ccncc2)n1-c1ccccc1)NC1CC1
    -6, 6
Cc1cccc(NC(=O)c2nc[nH]c2C(=O)N[C@@H](C)c2ccccc2)c1
    -79, 8
CC(C)(C)c1ccc(S(=O)(=O)N2CCN(c3ncccn3)CC2)cc1
    -8, -1

Sequence of screens: TAG inh, TAG inh DAPI viability
Cn1c(Cn2c(=O)sc3ccccc32)nnc1SCC(=O)NCc1ccco1
    4, -14
O=[N+]([O-])c1ccc(Sc2ccccn2)nc1
    -4, -1
COc1ccc(S(=O)(=O)Nc2cccnc2)cc1OC
    -2, -2
COc1ccc(S(=O)(=O)Nc2cccc3c2O[C@@H](CN(C)Cc2ccc(C(=O)O)cc2)[C@@H](C)CN([C@H](C)CO)C3=O)cc1
    -4, -10
O=C(NNc1ncccc1Cl)c1c(Cl)cccc1Cl
    1, 0
Cc1ccc(S(=O)(=O)N(CCC(=O)NCC(c2ccccc2)N(C)C)c2ccccc2)cc1 (stereo unspecified)
    -2, 6
CCNc1nc(-c2cc(C)n(Cc3ccco3)c2C)cs1
    12, -14
COc1cc(OC)cc(C(=O)N[C@H](C(=O)NNC(=O)c2ccc(Br)cc2)C(C)C)c1
    -9, 6
Cc1ccc(OCC(=O)NCc2ccc3c(c2)OCO3)c([N+](=O)[O-])n1
    -1, -1
CN(CC(=O)N1CCc2ccccc21)S(=O)(=O)c1cccs1
    15, -19
COc1ccc(S(=O)(=O)N2CCC3(CC2)OCCN3S(=O)(=O)c2cccs2)cc1
    -17, 7
COc1ccc(NC(C)=[N+](C)CCNS(=O)(=O)c2ccc(Cl)cc2)cc1
    19, 4
COc1ccc(S(=O)(=O)N2CCCCCC2)cc1NC(=O)CN1C(=O)NC(C)(c2ccccc2)C1=O (stereo unspecified)
    -7, -6
COc1ccc(NC(=O)CSc2nc3ccccc3n2-c2ccccc2)c([N+](=O)[O-])c1
    -9, -3
Cc1nc2nc[nH]n2c(=O)c1NS(=O)(=O)c1ccc(C(C)(C)C)cc1
    15, 5
Cc1ccc(CN2CCN(C(=O)c3ccco3)CC2)cc1
    19, -3
Cc1noc(C)c1NC(=O)N(C)C[C@H]1Oc2ccc(NC(=O)Cn3cnnn3)cc2C(=O)N([C@H](C)CO)C[C@@H]1C
    -2, -1
COCCCn1c(Cc2csc(Nc3ccccc3)n2)nnc1SCC(N)=O
    22, -16
CSc1cccc(NC(=S)N2CCCN(Cc3ccc(F)cc3)C2)c1
    24, -8
CCOC(=O)CN1CC23C=CC(O2)C(C(=O)NCc2ccc(C)cc2)C3C1=O (stereo unspecified)
    -12, -2

| compound | TAG inh | TAG inh DAPI viability |
| --- | --- | --- |
| CCCNS(=O)(=O)c1cc2c(cc1Br)CCN2C(=O)CC | -1 | -1 |
| O=C(Cc1ccccc1)NNC(=O)C1CCN(c2ncccn2)CC1 | -3 | -5 |
| CCOCc1c(C(=O)Nc2ccc3nc(N4CCOCC4)sc3c2)oc2ccccc12 | 40 | 8 |
| O=C(/C=C/c1ccc(Cl)cc1)N(c1ccccn1)C1CCCCC1 | -13 | 8 |
| COc1ccc(Br)cc1/C=C/C(=O)NCC(=O)O | 5 | 7 |
| CC1(C(=O)Nc2ccc3c(c2)OCCO3)CCN1C(=O)c1ccccc1CCc1ccccc1 (stereo unspecified) | 0 | 7 |
| CC(C)=CCN1CCNC(=O)C1CC(=O)NCc1nc(C)c(C)s1 (stereo unspecified) | 10 | 0 |
| Cc1ccc(SCc2ccc(C(=O)N3CCCC3)cc2)cc1 | -16 | 20 |
| O=[N+]([O-])c1ccc(C2(O)CN(c3ccccc3)C3=[N+]2CCS3)cc1 (stereo unspecified) | 11 | 1 |
| Cc1ccc(-c2nn3c(C)nnc3c3ccccc23)cc1S(=O)(=O)N1CCN(CCO)CC1 | 22 | 1 |
| O=C(Nc1ccc(S(=O)(=O)Nc2nccs2)cc1)c1c(F)c(F)c(F)c(F)c1F | -3 | 7 |
| CC(Sc1nnc(-c2ccco2)n1N)C(=O)NC1CCCCC1C (stereo unspecified) | 10 | -1 |
| CSc1cccc(NC(=O)c2cc(S(=O)(=O)N3CCCCC3)c[nH]2)c1 | -5 | -3 |
| COC(=O)C1=C(C)N=C2SC(C#N)=C(N)N2C1c1ccc(OCc2ccccc2)cc1 (stereo unspecified) | 6 | -7 |
| O=C(COC(=O)c1ccc(Br)o1)Nc1ccc(N2CCOCC2)cc1 | 8 | -4 |
| COc1cccc(/C=N/NC(=O)c2nc(-c3ccccc3)cc(-c3ccccc3)n2)c1O | 34 | -11 |
| Cc1nc2c(cnn2CCO)c(=O)[nH]1 | 5 | 1 |
| Cc1cc(NC(=O)c2cn(C3CCCCC3)c(=O)c3c2c2ccccc2n3C)no1 | 12 | -4 |
| Cc1ccc(C)c(NC(=O)C2CC(=O)N(C(C)C)C2)c1 (stereo unspecified) | 9 | 5 |
| COc1ccc(NC(=O)c2cc3cccc(OC)c3oc2=Nc2ccc(C(=O)O)cc2)cc1OC | -3 | -13 |
| CC1(C)CC(=O)C=C(C(=O)N2CCCC(CCC(=O)NCc3ccccc3F)C2)O1 (stereo unspecified) | -1 | 2 |
| COc1cc(C(=O)N2CCN(S(=O)(=O)c3ccc(Cl)cc3)CC2)ccc1OCC(=O)N1CCOCC1 | -7 | -8 |
| NC(=O)c1c(N)sc(=S)n1CC1CCCO1 (stereo unspecified) | -68 | -7 |
| CC(=O)Nc1ccc(S(=O)(=O)N(C)CC(=O)OCC(=O)N2CCCC2=O)cc1 | 3 | 6 |
| Cc1cc(C)nc(SCc2nnc(SCC(=O)Nc3ccc(C)c(C)c3)n2Cc2ccco2)n1 | 6 | 2 |
| CCOC(=O)c1c(N)sc(C(=O)Nc2ccccc2F)c1C | -7 | 0 |
| CC(=O)Nc1ccc2c(c1)CCCC2=O | -2 | 1 |
| CCCCCn1c(=NC(=O)c2ccco2)c(C(=O)OCC)cc2c(=O)n3ccccc3nc21 | 11 | 36 |
| CCC(NC(=O)C1(C)CC1(Br)Br)c1ccc(C)cc1 (stereo unspecified) | 33 | 2 |
| COc1ccc(CCn2c(=S)[nH]c3cc(C(=O)N4CCOCC4)ccc3c2=O)cc1OC | 4 | 17 |
| COC(=O)c1ccc(C(NC(=O)OCc2ccccc2)/C(F)=C/[C@@H](C)C(=O)NCc2ccc(OC)c(OC)c2)cc1 (stereo partly specified) | 0 | 1 |

Ordered by formula weight (rising): part of the list above.
| compound | TAG inh | TAG inh DAPI viability |
| --- | --- | --- |
| Cc1nc2c(cnn2CCO)c(=O)[nH]1 | 5 | 1 |
| CCOC(=O)c1c(N)sc(C(=O)Nc2ccccc2F)c1C | -7 | 0 |
| CCC(NC(=O)C1(C)CC1(Br)Br)c1ccc(C)cc1 (stereo unspecified) | 33 | 2 |
| O=C(Nc1ccc(S(=O)(=O)Nc2nccs2)cc1)c1c(F)c(F)c(F)c(F)c1F | -3 | 7 |
| CC1(C(=O)Nc2ccc3c(c2)OCCO3)CCN1C(=O)c1ccccc1CCc1ccccc1 (stereo unspecified) | 0 | 7 |
